BoNT A protease: BoNT/A light chain protease inhibitors, primary screen, biochemical, flow cytometry, MLPCN library; 0.17% of 360,000 active; AID 588499, 2011; Botulinum neurotoxin type A light chain protease (Clostridium botulinum A str. ATCC 3502); multiplex microsphere protease substrate cleavage; inhibition, % at 10 µM; further: plate controls were buffer without enzyme for full effect and enzyme alone for no effect
Anthrax LF inh2: Bacillus anthracis LF protease inhibitors, primary screen, biochemical, multiplex microsphere, MLPCN library; Lethal factor (Bacillus anthracis), P15917; 0.12% of 360,000 active; multiplex microsphere protease cleavage assay; AID 588501, 2011; inhibition, % at 10 µM; further: plate controls were buffer without enzyme for full effect and enzyme alone for no effect
TcdB GH inh: TcdB glycohydrolase inhibitors, primary screen, biochemical, single point, plate reader; AID 652162, 2013; 0.24% of 350,000 active; TcdB glycohydrolase enzymatic assay; inhibition, % at 9.99 µM; in the data active means inhibition above about 10%
Target sequence (P18177 whole entry, looked up): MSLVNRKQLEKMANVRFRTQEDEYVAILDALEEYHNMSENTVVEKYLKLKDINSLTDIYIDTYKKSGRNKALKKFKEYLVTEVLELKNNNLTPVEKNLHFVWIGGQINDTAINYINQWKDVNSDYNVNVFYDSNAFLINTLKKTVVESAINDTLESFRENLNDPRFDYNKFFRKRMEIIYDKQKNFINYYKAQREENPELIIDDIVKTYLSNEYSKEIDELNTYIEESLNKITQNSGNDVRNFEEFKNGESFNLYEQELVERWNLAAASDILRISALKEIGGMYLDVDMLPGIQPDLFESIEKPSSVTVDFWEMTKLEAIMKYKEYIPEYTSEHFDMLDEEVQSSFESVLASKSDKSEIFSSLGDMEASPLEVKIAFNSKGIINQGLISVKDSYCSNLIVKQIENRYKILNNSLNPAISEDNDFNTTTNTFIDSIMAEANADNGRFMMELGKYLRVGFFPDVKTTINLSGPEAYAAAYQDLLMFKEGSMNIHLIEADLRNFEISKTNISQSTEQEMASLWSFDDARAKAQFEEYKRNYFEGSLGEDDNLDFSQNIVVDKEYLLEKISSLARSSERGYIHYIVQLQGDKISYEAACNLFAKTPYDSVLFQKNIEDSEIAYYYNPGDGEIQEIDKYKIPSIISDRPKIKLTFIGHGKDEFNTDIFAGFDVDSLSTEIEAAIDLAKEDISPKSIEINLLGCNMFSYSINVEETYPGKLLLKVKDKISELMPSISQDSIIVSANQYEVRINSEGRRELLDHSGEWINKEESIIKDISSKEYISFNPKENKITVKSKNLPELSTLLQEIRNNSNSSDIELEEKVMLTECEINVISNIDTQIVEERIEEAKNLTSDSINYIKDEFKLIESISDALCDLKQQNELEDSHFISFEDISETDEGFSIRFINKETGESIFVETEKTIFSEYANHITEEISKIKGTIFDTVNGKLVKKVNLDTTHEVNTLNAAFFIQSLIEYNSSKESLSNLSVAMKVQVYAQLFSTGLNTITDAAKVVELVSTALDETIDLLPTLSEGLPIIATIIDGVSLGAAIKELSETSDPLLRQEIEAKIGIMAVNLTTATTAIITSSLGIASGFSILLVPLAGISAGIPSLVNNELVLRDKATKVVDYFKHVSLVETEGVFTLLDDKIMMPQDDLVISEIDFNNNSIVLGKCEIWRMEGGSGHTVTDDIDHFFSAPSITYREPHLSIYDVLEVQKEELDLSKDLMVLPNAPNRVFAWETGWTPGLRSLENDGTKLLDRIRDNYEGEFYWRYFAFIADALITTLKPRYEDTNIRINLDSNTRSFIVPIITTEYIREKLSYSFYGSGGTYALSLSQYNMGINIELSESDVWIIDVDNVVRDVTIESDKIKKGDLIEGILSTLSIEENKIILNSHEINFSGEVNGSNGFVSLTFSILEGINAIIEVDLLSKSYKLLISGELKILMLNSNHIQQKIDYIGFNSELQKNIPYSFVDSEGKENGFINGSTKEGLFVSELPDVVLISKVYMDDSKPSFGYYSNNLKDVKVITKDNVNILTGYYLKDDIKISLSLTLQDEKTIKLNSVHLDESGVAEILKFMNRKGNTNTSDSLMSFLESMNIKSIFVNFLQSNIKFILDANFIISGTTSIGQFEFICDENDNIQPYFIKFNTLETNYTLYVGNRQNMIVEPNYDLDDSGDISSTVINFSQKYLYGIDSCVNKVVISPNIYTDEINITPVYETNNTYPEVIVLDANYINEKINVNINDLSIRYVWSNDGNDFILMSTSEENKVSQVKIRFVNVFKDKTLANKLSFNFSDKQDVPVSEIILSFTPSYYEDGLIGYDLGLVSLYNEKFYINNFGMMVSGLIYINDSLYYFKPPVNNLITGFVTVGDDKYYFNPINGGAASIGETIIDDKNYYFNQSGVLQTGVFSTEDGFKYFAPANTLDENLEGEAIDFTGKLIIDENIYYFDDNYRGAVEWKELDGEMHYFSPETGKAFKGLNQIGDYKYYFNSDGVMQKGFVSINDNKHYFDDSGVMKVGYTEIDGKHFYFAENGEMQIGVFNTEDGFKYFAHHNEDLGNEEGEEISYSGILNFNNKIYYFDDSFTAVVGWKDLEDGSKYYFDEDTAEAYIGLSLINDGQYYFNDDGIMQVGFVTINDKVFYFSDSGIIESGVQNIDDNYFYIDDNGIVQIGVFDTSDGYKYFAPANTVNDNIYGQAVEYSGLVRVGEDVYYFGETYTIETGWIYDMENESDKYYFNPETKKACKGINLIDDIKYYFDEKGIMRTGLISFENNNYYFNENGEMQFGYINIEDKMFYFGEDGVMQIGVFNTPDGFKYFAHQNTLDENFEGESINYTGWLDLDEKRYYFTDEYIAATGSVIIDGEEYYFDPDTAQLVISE
3CLpro inhibitor: SARS-CoV 3CLpro protease inhibitors, primary screen, biochemical, quenched FRET; 0.14% of 290,000 active; recombinant SARS-CoV 3CLpro, quenched FRET peptide cleavage; inhibition, % at 6 µM; Replicase polyprotein 1ab (Severe acute respiratory syndrome coronavirus), P0C6X7; in the data active means inhibition above about 12%
PfHsp40 yeast: rescue of yeast from PfHsp40 toxicity, primary screen, S. cerevisiae, ATP luminescence; S. cerevisiae expressing PfHsp40, growth rescue; growth rescue, % at 12.5 µM; 0.68% of 340,000 active; in the data active means growth rescue above about 28%, passing the limit was not always enough; inconclusive means no clear call, values can overlap the other calls;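 further: yeast W303a lacking pdr1 and pdr3 grown in galactose medium; growth measured after three days at 30 °C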
SSB-PriA inh: inhibitors of Klebsiella pneumoniae PriA binding to SSB C-terminal tail, primary screen, biochemical, AlphaScreen | PriA–SSB C-terminal tail interaction (Klebsiella pneumoniae) | AlphaScreen SSBct-PriA binding, biotinylated peptide | inhibition, % at 33 µM | 0.6% of 430,000 active | AID 1272365, 2023; in the data active means inhibition mostly above about 37%, no sharp cut-off; inactive means mostly below about 20%;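 further: plate controls were negative control peptide for no effect and reference peptide for full effect; strong numbers were not always called active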
VHR inh abs: VHR1 phosphatase inhibitors, primary screen, biochemical, absorbance, uHTS; inhibition, % at 13.3 µM; 0.52% of 290,000 active; AID 1654, 2009; Dual specificity protein phosphatase 3 (Homo sapiens), P51452; recombinant VHR phosphatase, pNPP absorbance; in the data active means inhibition above about 50%; further: some compounds called inactive have numbers as strong as hits
Vc quorum ag: inducers of Vibrio cholerae quorum light production without autoinducers, primary screen, BH1578 luxS cqsA deficient, single point. 0.16% of 350,000 active. V. cholerae BH1578 lux reporter, luminescence, 6 h. activation, % at 18.7 µM; in the data active means activation mostly above about 9.7%, no sharp cut-off; inconclusive means no clear call, values can overlap the other calls; inactive means mostly below about 3.7%; further: not every result past the cut was called active; inactives centre near 0; reference of the scale not given here
Yp Topo-I inh: Yersinia pestis topoisomerase I inhibitors, primary screen, biochemical, cleavage product accumulation, plate reader, single point; AID 504884, 2011; Y. pestis Topo-I cleavage product accumulation; 0.064% of 360,000 active; activity, % at 10 µM; in the data active means activity above about 50%, passing the limit was not always enough; inconclusive means no clear call, values can overlap the other calls; further: inactives centre near 2
CCHFV vOTU inh: CCHFV vOTU protease inhibitors, primary screen, biochemical, Pep-AMC substrate, fluorescence. inhibition, % at 11.5 µM. Crimean-Congo hemorrhagic fever virus L polyprotein viral ovarian tumor (vOTU) protease …. 0.55% of 370,000 active; in the data active means inhibition above about 30%; further: 0% = vehicle wells with enzyme and 100% = no enzyme wells
* hit, by the source's call; i = inactive; ? = inconclusive; . = not tested or not shown; + = active, no number; & = joins results of further samples. Unless noted, no stated cut-off is given here; in the data, active means inhibition above about 30%; inconclusive means no clear call, values can overlap the other calls; inactive means below that. This is a subset; count on the stated rates, not on these rows.

SMILES	BoNT A protease	Anthrax LF inh2	TcdB GH inh	3CLpro inhibitor	PfHsp40 yeast	SSB-PriA inh	VHR inh abs	Vc quorum ag	Yp Topo-I inh	CCHFV vOTU inh
CC(=O)Nc1ccc(S(=O)(=O)NCCc2ccc(S(N)(=O)=O)cc2)cc1	0.2	-4	.	3	0.1	-15	8	.	2	5
CC(C)(C)c1cnnn1-c1ccc(C(=O)CCl)cc1	-0.1	0	.	-1	0.2	-11	0	-0.7	4	20
C[C@H]1CN([C@@H](C)CO)C(=O)Cc2cc(NS(=O)(=O)c3cccs3)ccc2O[C@H]1CN(C)S(=O)(=O)c1cn(C)cn1	-0.7	-2	0.5	.	-1.2	-12	.	1.9	9	6
Cc1cccc(NCc2nnc(-c3ccccc3)o2)c1C	-0.9	-5	-0.7	-4	1.1	10&-3	6	1.6	5	1
CCOC(=O)c1sc(NC(=O)c2ccc3ncsc3c2)nc1C	-0.6	-2	0.4	3	-0.3	2	8	-0.1	3	-3
COCCNC(=O)C(c1ccc(Cl)cc1)N(CCOC)C(=O)CCC(=O)Nc1ccccn1 (configuration not stated)	1.1	0	0.3	-1	-0.5	-12	-35	i	-3	6
Cc1nn(-c2ccccc2)c(C)c1C(=O)OC(C)C(=O)NC1CCCCC1 (configuration not stated)	-0.1	-6	-0.5	.	1.6	-1	.	i	8	10
CCc1nn(CC(=O)NCCCN2CCc3ccccc3C2)c(=O)c2cc3sccc3n12	0.1	-4	-1.4	0	-0.1	-1	3	-0.4	15	8
NC(=S)c1cc2cc(Cl)ccc2oc1=O	-0.9	-4	0.2	1	.	-10	0	1.6	1	-7
CCC1CCCCN1CCCNC(=O)Cn1c2ccccc2c2nc(=O)cc(C)n21 (configuration not stated)	1.8	2	-0.7	0	-0.6	-1	48	i	-5	10
O=C(CC(c1ccccc1)c1ccccc1)OCn1nnc2ccccc2c1=O	-0.1	-1	.	4	8.6	-8	-6	-0.7	43	8
CN(C)S(=O)(=O)c1ccc(Cl)c(NC(=O)COC(=O)CC(NC(N)=O)c2ccc(Cl)cc2)c1 (configuration not stated)	-0.1	5	0.7	-4	-0.8	-2	15	i	23	8
O=C(Nc1cccc(Cl)c1)c1nc[nH]c1C(=O)N1CCN(c2ccccc2)CC1	0.0	-4	1.3	.	2.5	3	.	-6.7	-9	5
O=C(COC(=O)C1=COCCO1)Nc1ccc(OC(F)F)cc1	-0.1	-2	0.9	3	-0.2	-7	29	i	3	10
COCC(=O)Oc1c(S(=O)(=O)c2ccc(C)cc2)c(C)nn1-c1ccccc1	0.1	-1	.	1	157*	-1	27	0.6	-1	0
Cc1cc(C)c(C)c(S(=O)(=O)N2CCN(C(=O)CCC(=O)N3CCOCC3)CC2)c1C	-0.7	-2	0.9	-8	0.6	1	7	-0.3	7	-1
Cc1ccsc1/C=C(/C#N)C(=O)NCc1ccccc1	2.6	-1	-0.1	-1	-0.6	-6	-4	i	-1	6
COC(=O)CNC(=O)c1cccc(F)c1	-0.2	-1	.	1	0.8	-6	8	1.5	1	2
Cc1cccc(CCNC(=O)Cc2ccc(NC3=NC4CS(=O)(=O)CC4S3)cc2)c1 (configuration not stated)	0.2	-4	7.5	-7	0.1	-5	21	i	-5	3
CC1Cc2nc(SCC(=O)Nc3ccccc3F)n(C)c(=O)c2S1 (configuration not stated)	0.7	1	.	-1	-0.1	-9	13	i	-4	12
O=C(N/N=C/c1cnc(N2CCCCC2)s1)c1ccc(Cl)cc1	-0.1	4	3.2	3	-0.8	.	36	-0.7	-9	-2
Cn1c(=O)[nH]c(=O)c2c1nc(N1CCNCC1)n2Cc1ccccc1Cl	?	0	0.1	6	-0.6	10	64	-0.6	-5	-5
Cc1ccc(S(=O)(=O)Nc2ccc(Cl)cc2C(=O)c2ccc(F)cc2)cc1	-0.3	-2	-0.4	-2	2.7	-6	6	0.9	2	1
COc1ccc(Cl)cc1NC(=O)CN(C)Cc1ccc(OC)c(OC)c1	0.1	-7	2.6	-8	-0.3	7	-8	-0.3	6	-1
CC(c1ccccc1)C(OC(=O)c1cccc([N+](=O)[O-])c1C(=O)O)c1ccccc1 (configuration not stated)	0.3	0	-1.2	.	1.4	-6	.	-0.8	9	18
COc1cccc(CN2C(=NC(=O)C3CCCO3)SC3CS(=O)(=O)CC32)c1 (configuration not stated)	0.0	-9	-0.4	.	.	.	.	-0.3	3	-7
COc1ccc(Cl)cc1NC(=S)N1CCN(c2ccccn2)CC1	-0.6	4	.	-3	0.7	5	-1	0.8	2	-8
COc1ccc(NC(=O)C2Cc3c(-c4ccc(NC(C)=O)cc4)ccnc3O2)cc1OC (configuration not stated)	-1.4	-8	0.4	.	.	.	.	i	2	4
CC1(N2CCCCC2)C(=O)c2ccccc2C1=O	-1.5	0	0.7	0	0.6	3	7	-3.6	-3	-7
O=C(N/N=C/c1cccc2nccnc12)c1ccncc1	-0.8	-3	0.2	-3	.	+	-10	-0.6	3	5

Compound profiles, from the list above.
`CC1(N2CCCCC2)C(=O)c2ccccc2C1=O` is entered as BoNT A protease = -1.5; Anthrax LF inh2 = 0; TcdB GH inh = 0.7; 3CLpro inhibitor = 0; PfHsp40 yeast = 0.6; SSB-PriA inh = 3; VHR inh abs = 7; Vc quorum ag = -3.6; Yp Topo-I inh = -3; CCHFV vOTU inh = -7
`COc1ccc(Cl)cc1NC(=S)N1CCN(c2ccccn2)CC1` is entered as BoNT A protease = -0.6; Anthrax LF inh2 = 4; TcdB GH inh = .; 3CLpro inhibitor = -3; PfHsp40 yeast = 0.7; SSB-PriA inh = 5; VHR inh abs = -1; Vc quorum ag = 0.8; Yp Topo-I inh = 2; CCHFV vOTU inh = -8

Next entries:
SMILES	BoNT A protease	Anthrax LF inh2	TcdB GH inh	3CLpro inhibitor	PfHsp40 yeast	SSB-PriA inh	VHR inh abs	Vc quorum ag	Yp Topo-I inh	CCHFV vOTU inh
COc1ccc(NC(=O)NCCCN2CCC(Cc3ccccc3)CC2)cc1	-0.6	-2	1.6	7	-1.6	-2	33	-5.5	-4	4
CN1C(=O)/C(=C\c2ccco2)N=C1c1ccc(Cl)cc1Cl	-3.0	-11	2.1	3	-1.6	8	18	-0.2	7	5
O=C(NCC1CCCO1)C1CC(c2ccc(Cl)c(Cl)c2)=NO1 (configuration not stated)	0.1	1	.	-1	-0.4	-13	14	i	-11	1
COC(=O)C1=C(c2ccc(F)cc2OCc2ccccc2)C[C@@H]2CC[C@H]1N2C(=O)NCC1CC1	-0.2	-2	1.7	.	-0.3	-22	.	-0.4	7	7
O=C(CSc1ccccc1)N1CCCC(N2CCN(c3ccc(F)cc3)CC2)C1 (configuration not stated)	0.7	2	1.5	1	-1.9	9	4	-1.8	29	2
CS(=O)(=O)Nc1ccccc1C(=O)OCC(=O)N1CCC(c2ccccc2)=N1	0.1	2	-0.6	.	5.7	-5	.	0.6	19	0
CC12CN3CC(C)(CN(C1)C3c1ccc(Br)cc1)C2=O (configuration not stated)	0.3	-4	1.1	0	-0.5	0	39	-0.7	6	1
Cc1ccc(C(=O)N(CCC2=CCCCC2)c2c(N)n(Cc3ccccc3)c(=O)[nH]c2=O)o1	31*	?	1.1	.	-0.7	4	.	1.4	3	22
O=C(NCCc1ccc2c(c1)OCCO2)c1ccccn1	1.8	0	-0.5	1	-1.7	-24	28	-0.4	-6	-13
COc1ccccc1CC(=O)NNC(=O)c1ccc(C(C)(C)C)cc1	1.7	0	1.1	4	0.5	0	7	-0.6	6	8
CCOc1ccc(C(=O)COC(=O)Cc2n[nH]c(=O)c3ccccc23)cc1	-5.8	-1	0.5	.	-0.1	-7	.	i	12	4
COc1ccccc1CNC(=O)Cn1c(=O)oc2cc(S(=O)(=O)N3CCCC3)ccc21	-0.3	-6	1.7	-1	-1.6	-14	21	-0.3	1	11
CC1(c2ccccc2)NC(=O)N(CC(=O)N2CCN(S(=O)(=O)c3cccc(C(F)(F)F)c3)CC2)C1=O (configuration not stated)	-0.2	-7	0.9	.	2.0	1	.	i	11	14
CCN1CCN(c2nnc(-c3ccccc3)c3ccccc23)CC1	-0.4	1	-1.3	-3	-1.0	-9	49	i	9	8
NCCCCC(N)c1cn([C@@H](CCC(=O)O)C(=O)N2CCNCC2)nn1 (some centres not stated)	0.3	-2	-4.4	.	-2.3	-9	.	i	4	28
CN(CCCOc1ccccc1F)Cc1ccccc1	-1.8	-8	1.4	-4	-0.8	-7	22	-4.1	-3	-9
Cn1cccc1C(=O)NC(=O)COC(=O)CNC(=O)CNC(=O)c1ccc(Cl)cc1Cl	0.7	-2	-0.2	2	0.8	3	24	0.3	-4	1
COc1cc(/C=C2\SC(=O)N(c3ccc(O)cc3)C2=O)cc(OC)c1OC	-1.1	-2	1.6	0	0.8	-3	13	-0.4	-5	-7
CC(=O)c1ccc(NC(=O)C(C)OC(=O)C2CCN(c3ccc(C(F)(F)F)cn3)CC2)cc1 (configuration not stated)	3.7	0	1.2	.	0.3	3	.	i	13	24
CCC1CCCCN1CCCNC(=O)c1cn(C)c2ccc(S(=O)(=O)N(C)C3CCCCC3)cc2c1=O (configuration not stated)	-1.0	3	0.8	-4	38*	3	20	-0.3	19	9
CC(C)Cn1cnc2c(SCc3ccccc3Cl)nc(N)nc21	0.0	-3	0.4	.	0.4	-12	.	-0.8	22	-3
CCOC(=O)c1c(C2CC2)csc1NC(=O)COC(=O)c1ccc[n+]([O-])c1	0.3	-6	-2.0	3	-0.9	-9	0	-1.5	11	12
O=C(NC1CCCCC1)c1ccccc1C(F)(F)F	1.4	-3	-0.3	2	-0.5	-18	12	-0.4	2	-8
COc1ccc(Oc2ccc(C(F)(F)F)cc2NC(=O)c2ccc(F)cc2)cc1	-0.2	-4	0.6	-4	1.5	-14	16	0.9	11	6
O=S(=O)(NCCc1ccncc1)c1ccc(F)cc1	4.1	-4	0.0	-1	-0.4	-19	-12	-8.3	10	-7
Cc1cc(NC(=O)C(C)SCC(=O)NCc2ccc(F)cc2)no1 (configuration not stated)	1.7	7	-0.5	.	-1.1	2	.	i	3	3
CC(C)CC(C(=O)O)N1C(=O)C2C3CC(C2C1=O)C1C(c2ccccc2)c2sc(=O)[nH]c2SC31 (configuration not stated)	0.6	0	.	6	-1.0	-5	11	-0.4	6	-3
O=C(O)c1cc(-c2ccc(/C=N/N3C(=O)C4C5C=CC(CC5)C4C3=O)o2)ccc1Cl (configuration not stated)	-1.1	-3	0.4	2	0.1	.	25	-0.1	-2	11
CCOc1ccc(S(=O)(=O)NCCC(=O)NCC(c2ccc(OC)cc2)N2CCOCC2)cc1 (configuration not stated)	0.0	-1	-0.9	.	.	.	.	-0.5	-2	2
COc1ccccc1N1CCN(C(=O)c2coc(=O)c(Br)c2)CC1	1.4	?	1.8	-4	-0.1	-5	12	-0.2	5	-30
COc1cc(/C=N/NC(=O)c2cccnc2)ccc1OS(=O)(=O)c1ccc(F)cc1	-3.3	1	.	2	-0.6	.	8	i	10	-11
CC1CCN(Cc2ccc(NC(=O)C3CCN(c4nnc(-n5cccc5)s4)CC3)cc2)CC1	0.1	-5	2.1	5	0.5	18	-10	-0.2	3	9

Assay outcomes from PubChem BioAssay.
